p53null 39C kill: qHTS Screen for Compounds that Selectively Target Cancer Cells with p53 Mutations: Cytotoxicity of p53 Null Cells at the Nonpermissive Temperature. H1299 p53-null (neo) cells, 39C, ATPlite viability, 24 h. Potency, µM (highest dose often 46.1 µM), for inactives: top-dose activity, negative = cell killing, usual class: cytotoxic. 55,000 tested, 0.97% active;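 note: 0% = DMSO only and -100% = full killing by 100 µM tamoxifen; nearly all actives have a fitted effect of over 50% in size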
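ATP-luminescence viability readout (ATPlite, 20 min RT) after 24 hr compound treatment at 39C of H1299-neo or H1299-p53A138V cells; titration up to 46 uM; normalized to DMSO and 100 uM tamoxifen; Hill-fit AC50.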
p53null 32C kill: qHTS Screen for Compounds that Selectively Target Cancer Cells with p53 Mutations: Cytotoxicity of p53 Null Cells at the Permissive Temperature; H1299-neo p53 null cells, ATP luminescence, 24 h, 32C; Potency, µM (doses to about 46.1 µM), inactives show at the highest dose activity change, negative = cytotoxicity, most hits filed as cytotoxic; 55,000 tested, 0.62% active;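 note: 0% = DMSO only and -100% = full killing by 100 µM tamoxifen; nearly all actives have a fitted effect of over 55% in size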
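AC50 values derive from Hill modelling of qHTS concentration-response data (up to 46 uM) in H1299-neo cells. Cells were treated 24 h at 32C following overnight attachment at 37C; viability was read as cellular ATP.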
* marks the source's active call; other numbers are inactive results; ? = inconclusive; nt = no result given; [ ] = dose if it differs, or a comment. Calls come from the whole dose curve; as a rule, active = well fitted cell-killing curve with a large enough effect; inconclusive = small, poorly fitted or top-dose-only effect; inactive = no such curve, though single readings can be large or run the other way. Potency is the fitted concentration of half-maximal effect. An excerpt. The share of hits here may be higher or lower than overall.

SMILES	p53null 39C kill	p53null 32C kill
Cc1cc(C)nc(SCc2ccc(C(=O)N/N=C3\CC(C)CC(C)(C)C3)cc2)n1 (stereo not given)	3%	nt
O=C(CO/N=C/c1ccccc1Cl)N1CCCc2ccccc21	12%[1.84 µM]	nt
Cc1cccc(Nc2nc(N)nc(CSC(=S)N3CCOCC3)n2)c1	41%[activator]	nt
FC(F)(F)c1cnc(NNC(=S)Nc2ccccc2Cl)c(Cl)c1	5%[1.84 µM]	nt
CC1CCCCC1NC(=O)/C(C#N)=C/c1ccc(OCC(N)=O)cc1 (stereo not given)	22%	nt
Cc1c(Cl)cccc1NCC(=O)Nc1ccc(Cl)cc1F	-3%	nt
CCNC(=S)N1CCN(c2ccccn2)CC1	17%	nt
CN1CCN(NC(=O)C23CC4CC(CC(C4)C2)C3)CC1	9%	nt
O=C(COC(=O)[C@@H]1CC(O)CN1S(=O)(=O)c1ccc([N+](=O)[O-])cc1)NC12CC3CC(CC(C3)C1)C2 (stereo not given in full)	2%[1.84 µM]	nt
COc1ccccc1N1CCN(c2cc(=O)n(Cc3ccc(F)cc3)c(=O)[nH]2)CC1	8%	0%
CCCCN(C(=O)CNC(=O)c1cccs1)C(C(=O)NC1CCCCC1)c1cccnc1 (stereo not given)	-3%	-3%
CCOC(=O)c1cnc2ccc(Cl)cc2c1NCCN(C)C	-8%	1%
CCn1c(SCC(=O)N2CCN(c3ccccc3)CC2)nnc1-c1ccncc1	13%	-11%
COC(=O)C1C(=O)C2=C(CC1C)NC(C)=C(C(=O)OCCOc1ccccc1)C2c1ccc(C)o1 (stereo not given)	-8%	3%
COc1ccc(-c2nnc(-c3cc4ccccc4oc3=O)o2)cc1	22%	-2%
CC(C)(C)C(=O)NCCN1CCN(C(=O)C(C)(C)C)CC1	-1%	4%
CC(=O)c1cccc(NC(=O)NC2CC3CCCC(C2)N3CC(C)C)c1 (stereo not given)	5%	-3%
Cc1ccc(/C=N/NC(=O)C2=NNC(c3ccccc3)(c3ccccc3)C2)c(O)c1	?	?
O=C(c1ccccc1Sc1cccc2ccccc12)N1CCOCC1	14%	1%
CNC(=O)CSCc1c(F)cccc1Cl	23%	8%
CCC(C)C1C(C#N)=C(N)Oc2n[nH]c(C)c21 (stereo not given)	-13%	-6%
O=C(c1ccc(Cl)s1)N1CCN(c2ccccc2)CC1	-9%	-8%
CC(=O)NC1C(=O)N=C(SCC(=O)NCc2ccccc2)NC1=O (stereo not given)	36%	-1%
COc1cc2[nH]c(=O)n3nc(-c4ccccc4)nc3c2cc1OC	35%	1%
CCOC(=O)Cn1c(CN2CCN(c3cccc(Cl)c3)CC2)nc2c1c(=O)[nH]c(=O)n2C	8%	-1%
COC(=O)Nc1nnc(CC(=O)Nc2ccccc2C)s1	-1%	5%
CC1CN(Cc2nc3c(c(=O)n(C)c(=O)n3C)n2CC(=O)c2ccccc2)CC(C)O1 (stereo not given)	0%	2%
CCC(C)(C)NC(=O)C(c1ccccc1)N(C(=O)c1csnn1)C1CC1 (stereo not given)	-2%	3%
CC(C)(C)NC(=O)NC(=O)COC(=O)c1ccc(OC(F)(F)F)cc1	?	-12%
CCCCCCC(c1c(C)n(C)n(-c2ccccc2)c1=O)c1c(C)n(C)n(-c2ccccc2)c1=O	-10%	-3%
CCOC(=O)C1CCCN(C(=O)CC(c2ccccc2)c2ccccc2)C1 (stereo not given)	4%	2%
COc1cc(OC)cc(C(C(=O)NC2CCCCC2)N(C(=O)c2ccno2)c2ccccc2)c1 (stereo not given)	-6%	4%
CC1=CCC2C(=O)N(c3cc(C)on3)C(=O)C2C1 (stereo not given)	-11%	-1%
O=C(c1ccc2ccccc2c1)c1c[nH]cc1-c1ccccc1	7%	16%
CCOc1ccc(-c2nnn(CC(=O)N3CCCC3)n2)cc1OCC	4%	-4%
COc1ccc(OC)c(NS(=O)(=O)c2cccs2)c1	2%	-3%
Cc1cccc(C)c1OC(=O)CSc1nnc(-c2ccccc2)o1	-5%	-14%
COc1cc(/C=N/NC(=O)CCn2cnc(-c3ccccc3)c2-c2ccccc2)ccc1O	13%	18%
CCOC(=O)C1=C(C)NC(SC)=NC1c1ccc(OC)cc1 (stereo not given)	12%	3%
Cc1occc1C(=O)Nc1cccc(C(F)(F)F)c1	17%	-3%
CNC(=O)COC(=O)c1ccc([N+](=O)[O-])cc1Cl	12%	7%
Cc1c2c(nc3c(C)cccc13)OC(C)C2 (stereo not given)	23%	-6%
c1ccc2c(c1)nc(-c1ccncc1)n1nnnc21	-3%	5%
CC(C)c1ccc(NC(=O)CN(Cc2ccccc2)S(C)(=O)=O)cc1	-10%	14%
CN(c1ccc(C(=O)Nc2cccnc2)cc1)S(C)(=O)=O	-6%	-17%
COc1ccc(C=NCCCN2CCOCC2)cc1	6%	-6%
CC(NC(=O)c1ccccc1Cl)C1COc2ccccc2O1 (stereo not given)	21%	-3%
COc1ccccc1CNC(=O)CCn1c(=O)[nH]c2ccsc2c1=O	-7%	-2%
COc1ccc2c(c1)sc(N)[n+]2Cc1cc(C)cc2cccnc12	?	8%
CCc1nnc(NC(=O)c2ccc(N(C)S(=O)(=O)c3ccccc3)cc2)s1	5%	4%
COc1ccc(Br)cc1CN1CCCCCCC1	-10%	-19%
CCc1ccc(NC(=O)CS(=O)CC(=O)NC(C)CCc2ccco2)cc1 (stereo not given)	-9%	-5%
O=C(/C(=N/N=C/c1ccc(O)c(O)c1)c1ccccc1)c1ccccc1	16%	9%
COc1ccc(C(=O)c2ccc(N(C)C)cc2)c2ccccc12	-14%	19%
C/C(=C\c1ccccc1)CN1CCN(c2ccccc2)CC1	3%	-8%
COC(=O)c1sccc1NC(=O)c1c(C)c(-c2cccc(Cl)c2)nc2ccccc12	-9%[1.84 µM]	13%
Cc1nn(Cc2ccccc2)c2c1C(c1ccccc1)C(C#N)=C(N)O2 (stereo not given)	20%	-1%
CCOC(=O)N1CCN(C(=O)c2ccc(-n3c(=S)[nH]c4ccccc4c3=O)cc2)CC1	14%	-9%
CC(CCc1ccccc1)NC(=O)c1ccco1 (stereo not given)	4%	7%
Cc1ccc(S(=O)(=O)N2CCCC(C(=O)NCc3ccco3)C2)cc1Cl (stereo not given)	-7%	13%

Entries of single compounds, quoted from the list.
`Cc1ccc(S(=O)(=O)N2CCCC(C(=O)NCc3ccco3)C2)cc1Cl` (stereo not given) reads p53null 39C kill = -7%; p53null 32C kill = 13%
`CCc1nnc(NC(=O)c2ccc(N(C)S(=O)(=O)c3ccccc3)cc2)s1` reads p53null 39C kill = 5%; p53null 32C kill = 4%

New compounds follow:
SMILES	p53null 39C kill	p53null 32C kill
CC(=O)Nc1nc2c(c3c1c(=O)oc1ccccc13)CC(C)CC2 (stereo not given)	16%	-4%
CC(=O)Nc1ccc(OCC(O)Cn2nc(C)c(Br)c2C)cc1 (stereo not given)	-3%	2%
Cc1ccc(NC(=O)COc2ccc(-n3cnnn3)cc2)cc1C	-14%	-9%
Cc1cc(NC(=O)c2ccc(NC(=O)C(C)Oc3ccccc3)cc2)no1 (stereo not given)	-2%	7%
O=C(COC(=O)CCc1nc2ccccc2s1)Nc1ccc(Cl)cn1	25%	-11%
O=C(Nc1ccccc1)c1ccc(-c2ccc(Br)cc2)o1	-16%	-30%
CCN1CCN(C(=O)c2cn(CC)c3ccc(S(=O)(=O)N(C)C)cc3c2=O)CC1	1%	9%
CCOc1ccc(OCC)c(NC(=O)CN2CCN(CC)CC2)c1	8%	-3%
CC(C)(C)C(=O)Nc1cccc(-c2nnc(-c3cccc(NC(=O)C(C)(C)C)c3)o2)c1	12%	13%
O=C(NCc1n[nH]c(=S)n1-c1ccccc1)c1ccco1	8%	15%
N#Cc1c2n(c(=O)[nH]c1=O)CCCCC2	43%	-6%
O=C(Nc1cccc(Cl)c1Cl)C1CC(=O)N(c2ccc(Br)cc2)C1 (stereo not given)	-24%	-11%

Taken from above.
Under p53null 39C kill, c1ccc2c(c1)nc(-c1ccncc1)n1nnnc21 has -3%
Under p53null 32C kill, O=C(Nc1ccccc1)c1ccc(-c2ccc(Br)cc2)o1 has -30%
Under p53null 39C kill, Cc1c(Cl)cccc1NCC(=O)Nc1ccc(Cl)cc1F has -3%

Gathered by group, the compounds so far containing a tert-butyl group
SMILES	p53null 39C kill	p53null 32C kill
CC(C)(C)C(=O)NCCN1CCN(C(=O)C(C)(C)C)CC1	-1%	4%
CC(C)(C)NC(=O)NC(=O)COC(=O)c1ccc(OC(F)(F)F)cc1	?	-12%
CC(C)(C)C(=O)Nc1cccc(-c2nnc(-c3cccc(NC(=O)C(C)(C)C)c3)o2)c1	12%	13%

Further results follow.
SMILES	p53null 39C kill	p53null 32C kill
Cc1cc(C)nc(Sc2ncnc3sc4c(c23)CCC4)n1	29%	7%
CCC(C)NC(=O)CSc1ccc(Cl)cc1 (stereo not given)	-12%	-2%
Nc1ccc(C(=O)OCc2nc3c(ccc4ccccc43)[nH]2)cc1	0%	-23%
CCCCCN1C2=NCCN2c2ccccc21	-15%	1%
CCCS(=O)(=O)c1c(S(=O)(=O)CCC)c2c3ccccc3ccn2c1C(=O)OC	22%	7%
Cn1cccc1/C=N/NC(=O)C12CC3CC(CC(C3)C1)C2	-1%[1.84 µM]	-3%
COc1c2c(nc3occc13)C(CC=C(C)C)(OC)C(OC(C)=O)CC2 (stereo not given)	7%	1%
COC(=O)C1(C)NC(c2cccs2)C2C(=O)N(c3ccccc3F)C(=O)C21 (stereo not given)	-2%	-4%
O=C(CSc1nc2ccccc2c(=O)n1Cc1ccco1)NCc1ccco1	-12%	-17%
Cc1cc[n+](-c2[nH]c(=O)sc2/C=N/NC([S-])=Nc2ccccc2)cc1C	3%[1.84 µM]	0%
CC1CCCCN1Cc1ccc(-c2nnn(CC(=O)NC3CCCCC3)n2)cc1 (stereo not given)	14%	-2%
COc1cc(/C=N/NC(=O)C(C)Nc2n[nH]c(=O)[nH]c2=O)cc(OC)c1O (stereo not given)	-20%	6%
COc1cccc(-c2nnc(-c3ccc(C(F)(F)F)cc3)o2)c1OC	-8%	-14%
COCCCNC(=O)CN(c1cccc(Cl)c1C)S(C)(=O)=O	15%	0%
O=C1CC(C(=O)N(CC2CCCO2)C(C(=O)NC2CCCCC2)c2ccncc2)CS1 (stereo not given)	-4%	-2%
CC(C)CCOCC(O)CCC(=O)NNC(=S)Nc1ccccc1 (stereo not given)	22%[1.84 µM]	3%
Cc1cc(OCCN2CCCC2)ccc1C(C)C	-6%	-9%
CC1(C)CC(C)(c2ccc(O)cc2O)N(c2ccc3ccccc3c2)C(=S)N1 (stereo not given)	-9%	6%
O=C(CCn1c(=O)sc2ccccc21)NCc1cccs1	7%	7%
COc1cccc(C(=O)c2sc(NC(C)C)nc2N)c1	4%	51%[activator]
COc1ccc(CCNC(=O)/C(C#N)=C2\N=C(NC(=O)c3cccs3)c3ccccc32)cc1	-1%	12%
CCC(C)C(NC(=O)C1CCC(C)CC1)C(=O)NCc1cccnc1 (stereo not given)	14%	-3%
Cc1ccccc1-c1nnc(SCC(=O)NC2CCCCC2)o1	-12%	5%
CCc1ccccc1NC(=O)CSc1nnc(Cn2cnc3ccccc32)o1	-1%	-1%
COC(=O)c1ccc(NC(=O)CSc2nnc(-c3ccccc3)n2C)cc1	?	-10%
COc1ccc(CNC(=O)CCSc2nc(-c3ccc4c(c3)OCO4)cc(C(F)(F)F)n2)cc1	4%	5%
CN(CC(=O)NC(=O)NCc1ccccc1)Cc1ccc(Cl)cc1	11%	11%
CCCn1c(=S)[nH]c2cc(C(=O)NCC3CCCO3)ccc2c1=O (stereo not given)	17%	13%

In the list so far, five have a cyano group.
SMILES	p53null 39C kill	p53null 32C kill
CC1CCCCC1NC(=O)/C(C#N)=C/c1ccc(OCC(N)=O)cc1 (stereo not given)	22%	nt
CCC(C)C1C(C#N)=C(N)Oc2n[nH]c(C)c21 (stereo not given)	-13%	-6%
Cc1nn(Cc2ccccc2)c2c1C(c1ccccc1)C(C#N)=C(N)O2 (stereo not given)	20%	-1%
N#Cc1c2n(c(=O)[nH]c1=O)CCCCC2	43%	-6%
COc1ccc(CCNC(=O)/C(C#N)=C2\N=C(NC(=O)c3cccs3)c3ccccc32)cc1	-1%	12%

Assay outcomes (PubChem BioAssay)
